Source: PubChem BioAssay
Myeloid diff MLP: promotes myeloid progenitor differentiation | ER-HoxA9 myeloid progenitors, lysozyme-GFP differentiation, flow cytometry | AID 624256 | 360,000 tested, 1% active | calls only at 10 µM;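 active = normalized GFP-positive differentiation at or above the plate's own cutoff, the solvent-only control mean plus 3 SD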;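 also: cells exposed to compound for four days before flow analysis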
KOR beta-arrestin-1: KOR agonists, beta-arrestin recruitment, primary screen, cell-based, luminescence, uHTS (AID 1777); KOR beta-arrestin recruitment, luminescence; higher % means a stronger effect; one-dose activation, % at 10 µM; EC50 in µM for titrated hits; 280,000 tested, 0.02% active; in the data active = activation above about 50%, passing the limit was not always enough; also: a part of the inactive calls stands beside numbers as strong as those of hits
HEK293 NOD2/NF-kB: inhibition of NOD2-driven NF-kB reporter – cell-based, luminescence, uHTS, HEK293 (AID 1566); HEK293 NOD2/NF-kB luciferase reporter, luminescence; higher % means a stronger effect; inhibition, % at 4 µM, or EC50 in µM where a hit was titrated; 290,000 tested, 0.63% active; also: many of its hits are not listed in these tables
GPR35 arrestin U2OS: GPR35 antagonists blocking zaprinast-driven arrestin recruitment, primary screen, imaging, U2OS, beta-arrestin-GFP, zaprinast agonist (AID 2058) | 290,000 tested, 0.052% active | one-dose inhibition, % at 10 µM; IC50 in µM for titrated hits | U2OS GPR35 beta-arrestin-GFP translocation imaging, zaprinast antagonism; higher % means a stronger effect;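 active = inhibition of at least 50% with at least 30 cells and total cytoplasm GFP at most 10,000,000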
HIV peptide binding: inhibitors of HIV fusion peptide binding, primary screen, biochemical, uHTS, fluorescence dequenching (AID 1986) | cell-free peptide binding, fluorescence dequenching, 30 min; higher % means a stronger effect | inhibition, % at 20 µM; hits with a dose series show IC50 in µM | 290,000 tested, 0.3% active; in the data active = inhibition mostly above about 52%, no sharp cut-off; inactive = mostly below about 76%; also: some results filed as inactive read as strong as hits
GPR55 beta-arrestin: selective activators of receptor GPR55 – imaging, U2OS cells, beta-arrestin-GFP redistribution, primary screen (AID 1961); U2OS GPR55 beta-arrestin-GFP redistribution imaging; higher % means a stronger effect; one-dose activation, % at 10 µM; EC50 in µM for titrated hits; 290,000 tested, 0.048% active;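 active = activation above 40% with more than 50 cells counted in the well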;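 also: U2OS osteosarcoma cells stably expressing GPR55 and beta-arrestin-GFP; plate controls were DMSO negative control for no effect and LPI positive control for full effect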
KOR beta-arrestin-2: KOR antagonists, beta-arrestin recruitment, cell-based, luminescence, uHTS (AID 1778). KOR beta-arrestin recruitment, luminescence, antagonist mode; higher % means a stronger effect. inhibition, % at 10 µM, or IC50 in µM where a hit was titrated. 290,000 tested, 0.091% active; also: strong numbers were not always called active
NOD1 NF-kB reporter: NOD1 signaling inhibitors, primary screen, cell-based, luminescence, uHTS (AID 1578); NOD1-driven NF-kB luciferase reporter cells, luminescence; higher % means a stronger effect; 290,000 tested, 1% active; one-dose inhibition, % at 4 µM; EC50 in µM for titrated hits; in the data active = inhibition mostly above about 36%, no sharp cut-off; inactive = mostly below about 34%;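 also: HEK-293T reporter cells stimulated with the NOD1 agonist gamma-tri-DAP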
GPR55 antagonists: GPR55 antagonists blocking LPI-driven arrestin recruitment, primary screen, imaging, U2OS, beta-arrestin-GFP, LPI agonist (AID 2013) | U2OS GPR55 beta-arrestin-GFP translocation imaging, LPI antagonism; higher % means a stronger effect | one-dose inhibition, % at 10 µM; IC50 in µM for titrated hits | 290,000 tested, 0.13% active;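 active = spots per cell inhibited over 60%, with over 100 cells counted and total cytoplasm intensity under 500,000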;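 also: U2OS cells stably carrying GPR55 and arrestin-GFP stimulated by 5 µM LPI near EC80; imaged beta-arrestin-GFP aggregate spots per cell after agonist stimulation; plate controls were LPI-stimulated DMSO wells for no effect and DMSO wells without LPI for full effect; some results filed as inactive read as strong as hits; confirmed hits need IC50 under 10 µM and bright autofluorescent wells are also inconclusive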
Myeloid diff MLP GFP+ MAC1+ %: further read-out of Myeloid diff MLP, marked with its call; GFP+ MAC1+ double positive, %; measured here: differentiation confirmed by MAC1 staining
* hit, by the source's call; i = inactive; nt = not tested or not shown; + = active, no number; [ ] = remark or other dose. Rule as the data show it, unless noted: active = inhibition above about 50%; inactive = the rest. Not all compounds are listed; the hit share may differ from the screen's.

Second line of a record – Myeloid diff MLP | Myeloid diff MLP GFP+ MAC1+ % | KOR beta-arrestin-1 | HEK293 NOD2/NF-kB | GPR35 arrestin U2OS | HIV peptide binding | GPR55 beta-arrestin | KOR beta-arrestin-2 | NOD1 NF-kB reporter | GPR55 antagonists
- NC(=O)c1sc2nnc(-c3ccccc3)c(-c3ccccc3)c2c1N
  i | 0.3 | -2.1% | 18% | 57% | 1.6% | -0.2% | 16% | 0% | 22%
- Cc1cc(C)nc(-n2nc(C)cc2NC(=O)CN2CCC(C)CC2)n1
  + | 71* | -0.9% | 1% | -3% | 1.1% | -0.2% | 17% | -8% | 5%
- COc1ccccc1NC(=O)CN1CCC(C(=O)c2ccc(F)cc2)CC1
  i | 1.1 | 1.9% | 4% | 8% | 2.0% | 0.2% | -2% | 47% | nt
- CC12CCC(c3c(CO)nn(-c4ccccc4)c31)C2(C)C (centres undefined)
  i | 1.6 | 2.5% | 2% | -13% | 1.3% | -0.1% | -40% | -9% | -7%
- Nc1nc2ccccc2n1C(=O)c1ccccc1
  i | 0.2 | -0.2% | -102% | -5% | -1.0% | -0.1% | -50%[20 µM] | -27% | 1%
- COc1ccc(Cn2c(=O)cc(N)n(-c3ccccc3C)c2=O)cc1
  i | 0.8 | 0.3% | 26% | 2% | -0.9% | 0.2% | 1% | 11% | -13%
- O=C(Cc1ccccc1)Nc1ccnn1C1CCN(Cc2ccc(CO)o2)CC1
  i | 0.5 | -1.9% | -11% | -9% | 3.2% | -0.1% | -12% | -34% | -1%
- FC(F)Sc1ccc(NC(=S)NC(c2ccccc2)c2ccccc2)cc1
  i | 0.4 | -4.0% | -12% | -8% | 0.8% | 0.4% | -27% | -3% | 10%
- N#C/C(=C\c1ccncc1)c1ccccn1
  i | 0.7 | -1.4% | 10% | 8% | 1.9% | -0.1% | 17% | 2% | 3%
- COc1ccc2c(=O)c(-c3ccc4c(c3)OCO4)coc2c1
  i | 0.8 | 1.1% | -116% | -6% | -1.2% | 0.1% | -44% | -45% | 10%
- COc1ccc(-c2noc(CN(C(=O)c3ccoc3C)C(C)C)n2)cc1
  i | 0.1 | 0.3% | -11% | 1% | -0.1% | 0.2% | -28% | -12% | -4%
- CC1Cc2cc(/C(O)=C3/C(=O)C(=O)N(CCCn4ccnc4)C3c3cccc([N+](=O)[O-])c3)ccc2O1 (centres undefined)
  i | 0.5 | -0.3% | -12% | -2% | -0.5% | -0.2% | -13% | -38% | 12%
- O=C(CSc1nnc(CNc2ccc(F)cc2)n1CC1CCCO1)Nc1ccccc1 (centres undefined)
  i | 0.7 | -1.7% | 8% | 13% | -2.7% | 0.2% | -11% | -22% | 15%
- COc1cccc(N(CC(=O)NC2CC3CCC2C3)S(=O)(=O)c2ccccc2)c1 (centres undefined)
  i | 0.4 | -3.7% | -9% | 11% | -1.5% | 0.2% | -3% | -23% | -21%
- O=C(O)CCC(=O)Nc1nc2ccc([N+](=O)[O-])cc2s1
  i | 0.8 | -3.3% | -5% | -6% | 2.3% | -0.4% | 19% | -8% | 10%
- CCOC(=O)Cc1csc(/C(=N/O)C(N)=O)n1
  i | 1.3 | -2.5% | -1% | -2% | -5.7% | -0.1% | -24% | 15% | 2%
- Cc1c(Cl)cnc(NC(=O)COC(=O)c2cc3c(s2)CCC(C)C3)c1Cl (centres undefined)
  i | 0.3 | 6.8% | 8% | -16% | 3.3% | 1.9% | -7% | -18% | 3%
- CC(=O)c1ccccc1OCC(O)Cn1ccnc1 (centres undefined)
  i | 1.5 | -2.2% | 10% | -19% | 0.7% | 0.0% | 6% | 4% | -2%
- CCc1sc(NC(=O)C(C)C)nc1-c1ccccc1
  i | 0.4 | -1.1% | -9% | 6% | 2.5% | -0.1% | -26%[20 µM] | -40% | 1%
- COc1ccc(CNC(=O)c2ccc(Cn3cc(Cl)cn3)o2)cc1
  i | 4.9 | 1.9% | -7% | 2% | 0.3% | -0.1% | -3% | 0% | -2%
- O=C(Nc1sccc1C(=O)N1CCOCC1)c1cccnc1
  i | 4.7 | 7.3% | -7% | 1% | 2.5% | -0.2% | -33% | -22% | -7%
- COc1ccc(CC(=O)NC(C)C2COc3ccccc3O2)cc1OC (centres undefined)
  i | 0.4 | nt | -11% | 16% | 1.4% | 0.2% | -26%[20 µM] | -25% | -2%
- COc1cc(C[C@H](C)[C@H](C)Cc2ccc3c(c2)OCO3)ccc1O
  i | 1.1 | -1.0% | 9% | -11% | 0.7% | -0.1% | 17% | -1% | 2%
- CC(C)CCn1c(CN2CCN(C(=O)c3ccco3)CC2)nc2c1c(=O)n(C)c(=O)n2C
  i | 3.4 | -2.6% | 6% | 5% | 1.6% | -0.1% | -36% | -2% | -2%
- Cc1ccc(SCCN2CCC(C)CCC2=O)cc1 (centres undefined)
  i | 1.0 | -0.9% | -56% | 24% | 0.0% | 1.3% | -17%[20 µM] | -41% | -8%
- CCOC(=O)[C@@H]1[C@H]2COc3cc(OC)ccc3[C@H]2N2C(=O)N(c3cccc(Cl)c3)C(=O)[C@]12C
  i | 2.2 | 6.9% | -9% | -4% | 1.1% | -0.3% | -17%[20 µM] | -20% | 10%
- CCN(CCN(C)C)C(=O)Cn1ncc2c1-c1cc(C)ccc1OC2
  i | 0.8 | -1.0% | 9% | 2% | -0.9% | -0.1% | -25% | 0% | -15%
- Cc1coc2cc3oc(=O)c(CCC(=O)N4C[C@H]5C[C@@H](C4)c4cccc(=O)n4C5)c(C)c3cc12
  i | 1.9 | -1.4% | -6% | -5% | -0.8% | -0.2% | -5%[20 µM] | -3% | 8%
- O=C(NCc1cccs1)c1cc(-c2ccncc2)nc2ccc(Br)cc12
  nt | nt | -2.3% | 6% | -15% | 0.5% | 1.2% | -34%[20 µM] | -11% | 7%
- S=c1nc(C2CCCCC2)[nH][nH]1
  i | 2.0 | -4.9% | -6% | 2% | -1.8% | -0.3% | -14% | -14% | 7%

One compound at a time (already shown). Screens in order: Myeloid diff MLP	Myeloid diff MLP GFP+ MAC1+ %	KOR beta-arrestin-1	HEK293 NOD2/NF-kB	GPR35 arrestin U2OS	HIV peptide binding	GPR55 beta-arrestin	KOR beta-arrestin-2	NOD1 NF-kB reporter	GPR55 antagonists
COc1ccc(CNC(=O)c2ccc(Cn3cc(Cl)cn3)o2)cc1 is listed with i	4.9	1.9%	-7%	2%	0.3%	-0.1%	-3%	0%	-2%
Cc1ccc(SCCN2CCC(C)CCC2=O)cc1 (centres undefined) is listed with i	1.0	-0.9%	-56%	24%	0.0%	1.3%	-17%[20 µM]	-41%	-8%
CC(=O)c1ccccc1OCC(O)Cn1ccnc1 (centres undefined) is listed with i	1.5	-2.2%	10%	-19%	0.7%	0.0%	6%	4%	-2%
S=c1nc(C2CCCCC2)[nH][nH]1 is listed with i	2.0	-4.9%	-6%	2%	-1.8%	-0.3%	-14%	-14%	7%
Cc1c(Cl)cnc(NC(=O)COC(=O)c2cc3c(s2)CCC(C)C3)c1Cl (centres undefined) is listed with i	0.3	6.8%	8%	-16%	3.3%	1.9%	-7%	-18%	3%

Returning to the listing, repeating the 3 entries before the break.
Second line of a record – Myeloid diff MLP | Myeloid diff MLP GFP+ MAC1+ % | KOR beta-arrestin-1 | HEK293 NOD2/NF-kB | GPR35 arrestin U2OS | HIV peptide binding | GPR55 beta-arrestin | KOR beta-arrestin-2 | NOD1 NF-kB reporter | GPR55 antagonists
- Cc1coc2cc3oc(=O)c(CCC(=O)N4C[C@H]5C[C@@H](C4)c4cccc(=O)n4C5)c(C)c3cc12
  i | 1.9 | -1.4% | -6% | -5% | -0.8% | -0.2% | -5%[20 µM] | -3% | 8%
- O=C(NCc1cccs1)c1cc(-c2ccncc2)nc2ccc(Br)cc12
  nt | nt | -2.3% | 6% | -15% | 0.5% | 1.2% | -34%[20 µM] | -11% | 7%
- S=c1nc(C2CCCCC2)[nH][nH]1
  i | 2.0 | -4.9% | -6% | 2% | -1.8% | -0.3% | -14% | -14% | 7%
- N#Cc1ccccc1OCC(=O)OCCCOC(=O)COc1ccccc1C#N
  i | 6.0 | 1.9% | 9% | -11% | -0.4% | 0.0% | -13% | -13% | 2%
- O=C(Nc1sc2c(c1C(=O)NCC1CCCO1)CCCC2)c1cccs1 (centres undefined)
  i | 16 | -6.9% | 36% | -1% | -1.7% | -0.2% | -3% | 5% | 21%
- Cn1c(=O)oc2cc(S(=O)(=O)NCCC(=O)N3CCN(c4ccccc4)CC3)ccc21
  i | 2.1 | 4.6% | 15% | -3% | -3.4% | -0.2% | 8% | -6% | 3%
- O=C(O)C1C2CC2CN1C(=O)c1ccc(Cl)cc1 (centres undefined)
  i | 0.3 | -0.9% | 10% | 2% | 0.3% | -0.1% | -21%[20 µM] | -18% | 11%
- Cc1cc(C)n2nc(SCc3nc4ccccc4[nH]3)nc2n1
  i | 2.5 | 1.1% | 8% | 11% | -2.6% | -0.3% | -54% | 19% | -12%
- CCCc1nc(N)c(C#N)c(N)c1C#N
  i | 1.1 | 3.3% | 5% | 21% | -1.8% | -0.2% | -16% | 5% | -5%
- COc1cc(C(C(=O)NC(C)(C)C)N(C(=O)CNC(=O)c2cccs2)c2cccnc2)cc(OC)c1OC (centres undefined)
  i | 0.3 | -0.4% | 4% | -2% | 1.8% | 0.2% | 10% | -18% | 6%
- CCOCCCNC(=O)c1c[nH]c2ccc(C)cc2c1=O
  i | 1.2 | 12% | 6% | 13% | 3.0% | -0.3% | -14% | -26% | 1%
- COc1ccc(-n2c(=O)[nH]cc(C(=O)N3CCCc4ccccc43)c2=O)cc1
  i | 0.6 | 15% | -1% | -13% | 1.4% | -0.2% | -22% | -30% | -1%
- COc1ccc(C2C(C(=O)c3cccs3)=C(O)C(=O)N2c2nnc(C)s2)cc1OC (centres undefined)
  i | 4.2 | -2.2% | 15% | 13% | 154% | -0.1% | 11% | -18% | -4%
- CCOc1ccc(Nc2nnc(SCc3nc4ccccc4c(=O)[nH]3)s2)cc1
  i | 0.2 | -2.8% | 15% | 14% | -0.7% | 0.0% | -14% | 5% | 0%
- CCCCn1nc(NC(=O)c2cccs2)c2cc3ccccc3nc21
  i | 0.6 | -3.4% | 15% | 6% | -0.7% | -0.1% | 18% | 4% | 9%
- O=C(Cn1nc(Cc2cccnc2)c2ccccc2c1=O)N1CCN(c2ccccn2)CC1
  i | 3.5 | -9.7% | 0% | 4% | -0.2% | 0.4% | 13% | 2% | 0%
- CC(C)CNC(=O)COC(=O)c1ccc2c(c1)C(=O)N(Cc1ccco1)C2=O
  i | 0.7 | 0.8% | -6% | -4% | -1.5% | -0.1% | -5% | -28% | 8%
